# CRFR2-BP ag – agonists of human CRF-binding protein/CRF-R2 receptor complex. HEK293 CRF-R2/CRF-BP, calcium dye fluorescence (FLIPR); percent of saturating CRF peptide response. activation, % at 13.2 µM. 0.46% of 350,000 active. AID 588473;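 active means activation of at least 50%, plus an integration ratio under a set limit after plate pattern correction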;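 further: plate controls were neutral control wells without compound for no effect and CRF at EC100 for full effect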
# M5 PAM – potentiates acetylcholine response at human M5 receptor | P08912 | CHO-K1 hM5, Fluo-8 calcium, ACh EC20 PAM; 0% = ACh EC20, 100% = ACh EC100 | activation, % at 3 µM | 0.3% of 360,000 active;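 active means activation above the run cutoff, the mean activation of all test compounds plus 3 SD, cut at about 18% in these data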
#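 Assay system – human M5 receptor in CHO-K1 cells · Read-out – % activation, ACh-normalized · Technique – Fluo-8 calcium fluorescence · Dosing – single-point, 3 µM nominal · Incubation – Fluo-8 loading 80 min at 37 °C plus 30 min room temperature · Repeats – singlicate, one well per test compound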
# CRFBP-R2 block – blocks CRF-induced signaling of the CRF-BP/CRF-R2 complex; 0.59% of 350,000 active; inhibition, % at 11.8 µM; HEK293 CRF-R2/CRF-BP, CRF-induced calcium fluorescence;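 active means inhibition of the ligand-induced calcium signal above about 50% at the single tested concentration, limit read from the data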
# TAAR1 antag – antagonists of human TAAR1. Q96RJ0. 1.5% of 360,000 active. inhibition, % at 3 µM. CHO RD-HGA16 TAAR1, Fluo-8 calcium fluorescence, antagonist;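 active means inhibition above a per-plate cutoff, the mean inhibition of test compounds on that plate plus 3 SD, cut at about 49% in these data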;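 further: 0% = DMSO plus EC80 beta-PEA response and 100% = DMSO alone without agonist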
# Target sequence (Q96RJ0 whole entry, looked up): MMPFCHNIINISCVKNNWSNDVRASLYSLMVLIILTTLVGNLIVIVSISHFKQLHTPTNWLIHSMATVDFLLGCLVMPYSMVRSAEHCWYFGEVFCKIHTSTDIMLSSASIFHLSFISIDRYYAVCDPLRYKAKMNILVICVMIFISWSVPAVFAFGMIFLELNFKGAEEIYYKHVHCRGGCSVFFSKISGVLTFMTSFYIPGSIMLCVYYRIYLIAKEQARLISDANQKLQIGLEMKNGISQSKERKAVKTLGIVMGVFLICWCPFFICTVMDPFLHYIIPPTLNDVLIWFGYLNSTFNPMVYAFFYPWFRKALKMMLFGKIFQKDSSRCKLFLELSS
#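 Test system – hTAAR1-expressing CHO RD-HGA16 cells, Gα16-coupled · Reagent – β-PEA at EC80 concentration, post-compound challenge · Compound dosing – 3 µM, single point · Timing – 140 s kinetic read after compound, 140 s after agonist · Detection – Fluo-8 intracellular calcium dye fluorescence, real-time kinetic reads · Control set – DMSO and EC80 PEA controls · Repeats – n of 1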
# M4 PAM – positive allosteric modulators of human muscarinic M4 receptor | activation, % at 3 µM | 0.4% of 360,000 active | CHO-K1 hM4/Gqi5, Fluo-8 calcium fluorescence, ACh EC20; 0% = ACh EC20, 100% = maximal ACh | AID 624126;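 active means activation above its plate's cutoff, the mean activation of sample wells plus 3 SD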; further: some results filed as inactive read as strong as hits
# M1 PAM parental – M1 PAM counterscreen hit in parental CHO-K1 cells | ATP EC20, Fluo-8 calcium fluorescence; 0% at ATP EC20, 100% at ATP max | activation, % at 3 µM | 0.02% of 360,000 active | AID 602247;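 active means activation above the run cutoff, the mean activation of all test compounds plus 3 SD, cut at about 40% in these data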;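 further: peak over basal fluorescence ratio in a 140 s read after ATP addition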
# TAAR1 ag – human TAAR1 agonism; Q96RJ0; CHO RD-HGA16 TAAR1, Fluo-8 calcium fluorescence; vehicle wells 0%, saturating PEA agonist 100%; activation, % at 3 µM; 0.99% of 360,000 active; AID 624467;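 active means activation above the mean activation of all test compounds in the run plus 3 SD, cut at about 38% in these data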
#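 Test system: RD-HGA16 (CHO) cells co-expressing Gα16 and hTAAR1 / Benchmarks: DMSO vehicle as 0%, PEA at EC100 as 100% / Repeats: no replicates (n 1) / Measure: % activation from peak over basal fluorescence ratio, DMSO-to-PEA scaled / Timing: 17-24 h plating, Fluo-8 75 min 37 °C, 30 min RT / Technique: kinetic Fluo-8 calcium fluorescence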
# CHRM5 antagonist – CHRM5 antagonism in calcium assay | P08912 | CHO-hM5 cells, Fluo-8 calcium fluorescence, ACh EC80 | inhibition, % at 3 µM | 0.59% of 360,000 active | AID 624040;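 active means inhibition above a per-plate cutoff, the mean of that plate's test compounds plus 3 SD, cut at about 27% in these data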;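 further: 0% = acetylcholine EC80 with DMSO and 100% = DMSO without agonist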
# M5 ag – CHRM5 agonism in calcium assay; P08912; CHO-K1 hM5 cells, Fluo-8 calcium fluorescence; 0% DMSO wells, 100% maximal acetylcholine response; activation, % at 3 µM; 0.19% of 360,000 active;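 active means activation above the run's mean over test compounds plus 3 SD, cut at about 23% in these data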;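 further: signal is peak over basal fluorescence ratio across the kinetic read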
# * = called active by the depositor; / = no result given. Rows were taken by chance; overall some 4.2% were active at least once.
nr	Compound	M1 PAM parental	TAAR1 ag	CRFR2-BP ag	CRFBP-R2 block	M4 PAM
1	O=C(OCC(=O)c1ccc(Cl)s1)c1ccc2ccccc2n1	-5	-1	0.0	-14	4
2	C[C@@]12C(=O)Nc3ccc(F)cc3C(=O)N1[C@H]1c3ccccc3OC[C@@H]1[C@@H]2c1ccccc1	12	/	-0.2	3	-15
3	O=C(NC1CCCCC1)N1CCN(Cc2nc3ccccc3c(=O)[nH]2)CC1	-2	-1	-1.8	7	7
4	CCCCN1CC(=O)N2[C@@H]3c4cc(Br)ccc4OC[C@@H]3[C@H](C(=O)OCC)[C@]2(C)C1=O	3	/	-1.5	6	2
5	Cc1ccc(NC(=O)CN(C)C(=O)CSc2ccc3c(c2)OCCO3)cc1	-12	13	-0.6	6	1
6	COc1cccc(NC(=O)Nc2nc(-c3ccc(OC)c(OC)c3)cs2)c1	-27	28	0.5	-7	-18
7	O=C(O)/C=C/c1cn(Cc2ccccc2)nc1-c1cccs1	-11	4	-1.1	-5	-2
8	Cc1cc(C(=O)N/N=C/c2ccc[nH]2)no1	10	1	-1.6	22	4
9	O=C(/C=C/c1ccc(Br)cc1)NC(=S)N1CCOCC1	2	2	-1.2	-3	5
10	O=C(CN1C(=O)C(=O)c2ccccc21)c1ccc(Cl)cc1	29	1	0.0	-4	-4
11	CCCC1(C(=O)O)NC(c2ccccc2O)C2C(=O)N(Cc3ccccc3)C(=O)C21 (stereo not drawn)	16	3	0.1	-4	8
12	O=C(COC(=O)c1ccc(OC(F)(F)F)cc1)Nc1ncccn1	-15	3	-1.5	9	2

nr	TAAR1 antag	CHRM5 antagonist	M5 PAM	M5 ag
1	-22	-6	0	-3
2	/	57*	-39	-10
3	-6	5	6	-1
4	/	-3	-5	3
5	2	1	-2	1
6	82*	21	-10	4
7	-2	14	2	-5
8	-12	6	-1	1
9	2	-21	10	-1
10	-1	-7	8	0
11	-9	3	-2	2
12	-18	13	-3	4

# Seven entries from above, tab-delimited.
no.	Compound	M1 PAM parental	TAAR1 ag	CRFR2-BP ag	CRFBP-R2 block	M4 PAM	TAAR1 antag	CHRM5 antagonist	M5 PAM	M5 ag
4	CCCCN1CC(=O)N2[C@@H]3c4cc(Br)ccc4OC[C@@H]3[C@H](C(=O)OCC)[C@]2(C)C1=O	3	/	-1.5	6	2	/	-3	-5	3
5	Cc1ccc(NC(=O)CN(C)C(=O)CSc2ccc3c(c2)OCCO3)cc1	-12	13	-0.6	6	1	2	1	-2	1
6	COc1cccc(NC(=O)Nc2nc(-c3ccc(OC)c(OC)c3)cs2)c1	-27	28	0.5	-7	-18	82*	21	-10	4
7	O=C(O)/C=C/c1cn(Cc2ccccc2)nc1-c1cccs1	-11	4	-1.1	-5	-2	-2	14	2	-5
8	Cc1cc(C(=O)N/N=C/c2ccc[nH]2)no1	10	1	-1.6	22	4	-12	6	-1	1
9	O=C(/C=C/c1ccc(Br)cc1)NC(=S)N1CCOCC1	2	2	-1.2	-3	5	2	-21	10	-1
10	O=C(CN1C(=O)C(=O)c2ccccc21)c1ccc(Cl)cc1	29	1	0.0	-4	-4	-1	-7	8	0

# The results go on:
nr	Compound	M1 PAM parental	TAAR1 ag	CRFR2-BP ag	CRFBP-R2 block	M4 PAM
13	CCOC(=O)c1ccc(NC(=O)c2cn(CCC#N)nc2-c2ccc3c(c2)OCCO3)cc1	28	3	2.7	-17	6
14	Cc1ccc(NC(=O)C2CC(=O)NC(N3CCCCC3)=N2)cc1Cl (stereo not drawn)	-6	1	2.7	5	3
15	COC(=O)CCC(=O)Nc1nnc(C(F)(F)F)s1	19	9	-1.6	11	6
16	CN(C)S(=O)(=O)c1ccc(C(=O)NCc2nc3ccccc3s2)cc1	-10	-3	-2.6	-9	-2
17	CCOc1ccc(S(=O)(=O)N(C)c2ccc(OCC(=O)NCC3CCCO3)cc2)cc1 (stereo not drawn)	7	3	-1.8	4	-10
18	CC(=O)Nc1ccc(S(=O)(=O)NCc2nc(-c3ccc(C)cc3)no2)cc1	19	-1	0.6	-8	12
19	COCC(=O)N(Cc1cc2cccc(C)c2[nH]c1=O)c1ccccc1	-25	2	0.6	-3	-5
20	Cc1cccc([C@@H]2C[C@H]3CN(Cc4cccc(Cl)c4)C(=O)[C@]34CCCN24)n1	-7	0	-0.7	-11	-15
21	COC(=O)c1ccc(NC(=O)C23CC4CC(C2)CC(n2cnc(Cl)n2)(C4)C3)cc1	14	1	-0.6	-16	-4
22	COc1ccccc1N1CCN(C(=O)c2cc(C(=O)N3CCN(c4ccccc4OC)CC3)cc([N+](=O)[O-])c2)CC1	-9	-1	-0.1	4	5
23	CC(=O)SC(C)CC(=O)Nc1ccccc1 (stereo not drawn)	7	14	-2.0	22	-4
24	O=C(NN1C(=O)/C(=C/c2cccs2)SC1=S)c1cccnc1	12	2	-0.9	13	-3

nr	TAAR1 antag	CHRM5 antagonist	M5 PAM	M5 ag
13	7	3	-2	2
14	-5	-1	-2	-6
15	-2	-3	4	1
16	-16	3	-3	-1
17	-9	7	-1	1
18	-23	9	-2	-4
19	2	18	-3	3
20	12	11	-7	-7
21	-7	0	3	-2
22	-1	2	4	-2
23	-15	-2	10	-3
24	-3	8	-8	-5

# Entries above that have two or more sulfur atoms, in the order listed:
nr	Compound	M1 PAM parental	TAAR1 ag	CRFR2-BP ag	CRFBP-R2 block	M4 PAM
16	CN(C)S(=O)(=O)c1ccc(C(=O)NCc2nc3ccccc3s2)cc1	-10	-3	-2.6	-9	-2
24	O=C(NN1C(=O)/C(=C/c2cccs2)SC1=S)c1cccnc1	12	2	-0.9	13	-3

nr	TAAR1 antag	CHRM5 antagonist	M5 PAM	M5 ag
16	-16	3	-3	-1
24	-3	8	-8	-5

# Next records:
nr	Compound	M1 PAM parental	TAAR1 ag	CRFR2-BP ag	CRFBP-R2 block	M4 PAM
25	COc1ccccc1OCc1ccc(C(=O)N2CCN(C)CC2)o1	16	0	-0.3	24	-2
26	CN(C)S(=O)(=O)c1cccc(COC(=O)CN2CCCCCC2=O)c1	8	1	-0.3	-1	2
27	Cc1csc2c(=O)sc(NC(=O)c3ccc(F)cc3Cl)nc12	6	2	8.3	2	9
28	COc1ccc2nc(SCC(=O)/C(C#N)=C(\C)N)[nH]c2c1	10	5	3.6	-15	8

nr	TAAR1 antag	CHRM5 antagonist	M5 PAM	M5 ag
25	10	-2	-2	-5
26	-16	-6	1	0
27	-4	3	5	0
28	3	6	0	-2

# Compound activity from PubChem.
